Screening data: PubChem BioAssay, several laboratories
FID counter: counter-screen for HCV NS3 helicase inhibitors: DNA intercalator displacement; DNA fluorescent intercalator displacement, fluorescence; inhibition, % at 7.9 µM; 290,000 compounds, 0.17% hits; AID 1845; in the data active = inhibition above about 37%;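 also: 0% = vehicle and 100% = reference compound; higher means more ethidium bromide displaced from hairpin DNA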
NS3 helicase inh: blocks Hepatitis C virus NS3 helicase unwinding; inhibition, % at 10.9 µM; NS3 helicase DNA unwinding, Cy5 molecular beacon fluorescence; 290,000 compounds, 0.56% hits;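 active = inhibition above the mean of all tested compounds plus 3 SD, set per campaign, cut at about 35% in these data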;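 also: 0% = DMSO wells and 100% = thioflavine S control wells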
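System: Hepatitis C virus NS3 helicase domain fragment enzyme | Reagent: Annealed dual-labelled DNA beacon duplex, ATP-started | Compound dosing: 10.9 µM single point, 0.8% DMSO | Incubation: 1 h reaction at 25 °C, ATP-initiated | Technique: Cy5 fluorescence | Evaluation: Percent inhibition from t60/t0 fluorescence ratio | Benchmarks: Low DMSO, high thioflavine S at 110 µM | Replication: Singlicate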
IDE act: activators of human insulin-degrading enzyme in cells. HEK cells, FAbeta-B cleavage, fluorescence polarization; 0% vehicle, 100% cell-free pure enzyme wells. activation, % at 5.96 µM. 340,000 compounds, 0.073% hits;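 active = activation above the mean of all tested compounds plus 3 SD, set per screening campaign, cut at about 17% in these data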
IMP-1 inh: inhibitors of Pseudomonas aeruginosa IMP-1 metallo-beta-lactamase | AID 1556 | inhibition, % at 5.6 µM | 290,000 compounds, 0.45% hits | purified IMP-1, nitrocefin hydrolysis, epi-absorbance fluorescence;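 active = inhibition above the mean plus 3 SD of all compounds in the same screening run, cut at about 4.5% in these data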;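 also: 0% = IMP-1 with DMSO and 100% = DMSO wells lacking enzyme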
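System – purified recombinant IMP-1 beta-lactamase · Input – IMP-1 dispensed at 0.2 nM · Timing – 15 min preincubation plus 25 min reaction at 25 °C · Signal – Epi-absorbance fluorescence, 480 nm excitation, 530 nm emission · Measure – percent IMP-1 inhibition derived from blank-referenced optical density · Controls – Enzyme-plus-DMSO low control, enzyme-free DMSO high control · Replication – singlicate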
IDE inh: inhibitors of human insulin-degrading enzyme in cells. P14735. HEK cells, FAbetaB cleavage, fluorescence polarization. inhibition, % at 5.59 µM. 320,000 compounds, 0.41% hits. AID 434962;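 active = percent inhibition above the average of all tested compounds plus 3 SD, set per screening campaign, cut at about 16% in these data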;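 also: IDE supplied by intact live HEK cells; FP after avidin binding of uncleaved biotin substrate so inhibition keeps polarization high; 0% = DMSO wells and 100% = 60 µM reference IDE inhibitor Ii1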
M18AAP inhibitor: blocks P. falciparum M18 aspartyl aminopeptidase | recombinant PfM18AAP, H-Glu-NHMec fluorogenic cleavage | inhibition, % at 7.35 µM | 290,000 compounds, 1.2% hits | AID 1822;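 active = inhibition above the campaign mean inhibition over all tested compounds plus 3 SD, cut at about 28% in these data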;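 also: 0% = plate median of test compound wells and 100% = 2 mM ZnCl2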
VIM-2 inh: blocks Pseudomonas aeruginosa VIM-2 metallo-beta-lactamase | purified VIM-2, nitrocefin hydrolysis, epi-absorbance fluorescence | inhibition, % at 5.6 µM | 290,000 compounds, 0.89% hits | AID 1527;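 active = inhibition above the mean of all tested compounds plus 3 SD, cutoff set per screening run, cut at about 7.5% in these data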;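 also: red hydrolysis product quenches plate fluorescence so inhibitors raise well fluorescence; 0% = enzyme with DMSO and 100% = DMSO without enzyme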
p-CIP stab down: p/CIP protein destabilization | Q05BA5 | F442A p/CIP-EGFP cells, EGFP fluorescence, 16 h | 290,000 compounds, 0.01% hits | decrease of EGFP signal, % at 10 µM;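 active = EGFP signal decrease of at least 30% at 10 µM or well 3 SD below plate mean, unless failing retest; inactive = the rest, including hits failing retest or dose response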; also: some compounds called inactive have numbers as strong as hits; many of its hits are not listed in these tables
SUMO HTRF inh: inhibitors of human SUMOylation (UBC9); AID 2006; 290,000 compounds, 0.36% hits; HTRF SUMOylation assay, SAE1/SAE2 + UBC9, in vitro; inhibition, % at 35 µM; in the data active = inhibition above about 50%, passing the limit was not always enough; also: strong numbers were not always called active
Target sequence (P63279 whole entry, looked up): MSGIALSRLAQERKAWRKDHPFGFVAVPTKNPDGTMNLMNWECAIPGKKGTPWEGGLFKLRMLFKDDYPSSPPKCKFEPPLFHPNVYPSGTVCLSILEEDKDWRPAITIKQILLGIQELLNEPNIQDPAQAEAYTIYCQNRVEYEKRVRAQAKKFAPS
* hit, by the source's call; . = no result given. An excerpt; the hit share may differ from the screen's.

SMILES	FID counter	NS3 helicase inh	IDE act	IMP-1 inh	IDE inh	M18AAP inhibitor	VIM-2 inh	p-CIP stab down	SUMO HTRF inh
CC(C)CCNC(=O)CN1C(=O)CN=C(c2ccccc2)c2ccccc21	-25.7	-2.2	-3.1	-2.3	-1.5	-1.8	-2.3	-3.6	17.4
CCOC(=O)c1cccc([P+](=O)O)c1	7.7	1.2	2.4	-0.7	-0.6	-1.1	-1.0	-2.5	12.8
COc1cc(CC2(CCc3ccncc3)C(=O)N(C)C(=O)N(C)C2=O)cc(OC)c1OC	-17.1	7.7	-0.5	-3.0	1.5	-2.3	-3.1	1.5	-5.6
O=c1[nH]c(=O)n(C2CCCCC2)c(O)c1C=NCCCn1ccnc1	-8.5	1.4	2.4	-3.2	0.2	-0.1	-2.2	-1.0	-8.3
COc1ccc2c(C)c(CC(=O)N3C[C@H]4C[C@@H](C3)c3cccc(=O)n3C4)c(=O)oc2c1	-14.9	35.2	3.9	1.9	4.1	1.8	1.9	7.1	19.5
CCOc1cccc(CNC2CN3CCC2CC3)c1 (stereo not given)	11.0	-2.3	4.2	-6.7	2.3	-4.6	-4.6	-7.6	11.5
COC1CCCCC1NCCc1ccccc1 (stereo not given)	7.0	-8.4	-3.5	-1.2	-3.4	-1.1	-2.8	-11.6	-5.7
Cc1cc(OC(C)C(=O)NCC2CCC(C(=O)O)CC2)c2c3c(c(=O)oc2c1)CCC3 (stereo not given)	-19.8	0.9	-4.2	-3.8	3.1	-4.5	0.3	1.0	28.3
CCC(=O)c1cn(Cc2ccc(C#N)cc2)c2ccccc12	-11.0	6.6	5.5	2.7	8.8	-1.3	-1.0	-5.8	7.6
Oc1cc2c(cc1CN1CCN(c3ccccc3F)CC1)OCO2	-4.5	-5.5	1.0	-3.4	-0.9	12.0	-0.2	-4.7	6.3
CCCn1c(C(=O)c2ccccc2OC)nc2ccccc21	-12.4	-2.3	0.9	0.4	7.4	3.9	-2.8	-16.9	6.1
O=c1[nH]c(=O)n(Cc2ccco2)c(O)c1C=NCCCn1ccnc1	-3.7	1.4	1.5	-2.4	-5.8	9.8	-0.6	-9.2	-1.0
Cn1cc(C(=O)NCc2ccccc2)c2ccccc21	-5.2	-3.0	1.3	-5.2	5.9	-1.7	-2.2	6.2	-3.7
COc1cc2c(C(=O)N3CCN(C)CC3)c(C)n(C)c2cc1Br	15.7	-7.6	2.2	2.3	3.4	3.4	2.8	-12.2	-1.6
CC1CCCCN1Cc1cccnc1 (stereo not given)	2.7	-5.7	4.3	-1.6	2.1	-0.2	-2.2	-14.8	21.9
CCOc1cc2c(cc1OCC)-n1cccc1C(c1ccc(F)c(OC)c1)NC2 (stereo not given)	11.3	-49.6	3.4	-0.2	0.9	7.1	-0.7	-2.1	-30.5
Cc1nn(Cc2ccccc2)c(C)c1C(=O)OCC(=O)Nc1ccccc1SCC#N	-28.6	-4.3	4.7	-1.8	5.5	-3.0	-1.2	-21.5	0.5
COc1ccc(/C=C2\C(=N\O)C3CCN2CC3)cc1	-2.7	-4.9	0.9	-3.6	1.9	-0.3	0.6	6.1	17.7
COc1cccc(C2=NOC(C(=O)N3CCC4(CC3)OCCO4)C2)c1 (stereo not given)	-9.1	0.8	3.4	-3.5	2.2	5.4	-4.1	-0.2	5.5
OC1(c2ccc(F)cc2)CCNC1 (stereo not given)	1.1	-8.5	4.3	-2.7	-3.8	3.3	-2.0	-19.2	-18.0

Single records, from the list above. Values in the order: FID counter | NS3 helicase inh | IDE act | IMP-1 inh | IDE inh | M18AAP inhibitor | VIM-2 inh | p-CIP stab down | SUMO HTRF inh
CCOc1cc2c(cc1OCC)-n1cccc1C(c1ccc(F)c(OC)c1)NC2 (stereo not given) reads 11.3 | -49.6 | 3.4 | -0.2 | 0.9 | 7.1 | -0.7 | -2.1 | -30.5
CC1CCCCN1Cc1cccnc1 (stereo not given) reads 2.7 | -5.7 | 4.3 | -1.6 | 2.1 | -0.2 | -2.2 | -14.8 | 21.9

(cont.)
SMILES	FID counter	NS3 helicase inh	IDE act	IMP-1 inh	IDE inh	M18AAP inhibitor	VIM-2 inh	p-CIP stab down	SUMO HTRF inh
O=C1C2CCN(CC2)C12CC2c1ccc(C(F)(F)F)cc1 (stereo not given)	-0.2	38.6*	4.4	-1.1	-0.1	-4.5	2.7	-2.6	3.5
CCC1(C)CC(CCNCc2ccc(N(C)C)cc2)(c2ccc(F)cc2)CCO1 (stereo not given)	10.1	-52.2	10.5	-1.4	-8.4	1.4	-1.1	4.5	10.9
COCCCNC(=O)c1c(N)n(Cc2ccco2)c2nc3ccccc3nc12	-10.5	13.0	.	-1.5	5.1	5.4	-0.5	-16.8	38.6
COc1ccc(O)c(CN2CCCC(C(=O)c3sccc3C)C2)c1 (stereo not given)	0.1	-4.3	-3.7	-3.2	-10.0	3.8	-4.7	-14.6	6.8
O=C(c1cc(F)ccc1F)C1CCCN(Cc2ccc3nonc3c2)C1 (stereo not given)	-3.2	-18.4	5.5	0.7	-1.4	-18.7	-0.1	-9.6	-5.3
O=C(NC(Cc1cnc[nH]1)C(=O)O)c1ccccc1 (stereo not given)	2.9	-2.5	-3.1	-0.3	-8.1	-2.8	0.9	-3.8	13.2
CCCCCCn1c(O)c(C=NCCN2CCOCC2)c(=O)[nH]c1=O	-18.6	4.8	0.9	-2.6	3.1	-2.4	-7.6	-6.0	-5.6
COc1ccc(/C=C2/C(=O)NC(=O)N(c3ccc(C)c(C)c3)C2=O)cc1CN1C(=O)c2ccccc2C1=O	-14.6	4.9	2.6	0.0	1.4	3.3	-0.1	5.3	1.4
COc1ccc(/C=C2/C(=O)NC(=O)N(c3ccccc3)C2=O)cc1CN1C(=O)c2ccccc2C1=O	-7.8	1.7	-2.3	1.9	3.8	2.8	0.1	-20.0	10.5
CC(Cc1ccccc1)NCCC(=O)NC(C)Cc1ccccc1 (stereo not given)	11.8	-5.8	5.5	-2.6	3.2	-2.4	-0.8	-4.8	1.9
NC(=O)c1cn(C2CCCCC2)c2ccccc2c1=O	-8.4	-0.6	-2.7	-1.1	3.7	-13.0	1.4	-14.7	16.6
O=c1[nH]c(=S)n(C2CC2)c(O)c1C=NCc1ccc(F)cc1	2.5	9.7	4.4	-5.6	6.5	-4.2	-3.2	-7.0	9.8
CN(C)CC1CSCCC1(O)c1ccc(Cl)cc1 (stereo not given)	0.1	-1.7	3.8	-1.9	6.0	-2.9	-2.2	-6.0	2.0
Cc1cc(C)c(C(=O)N2CCC3(CC2)OCCO3)c(C)c1	-6.6	-4.0	2.5	0.1	3.4	-2.5	-0.3	-8.0	9.0
C/C(=N\N1CCCCC1c1cccnc1)c1c(O)n(C2CCCCC2)c(=S)[nH]c1=O (stereo not given)	-48.4	28.0	-31.6	-2.4	28.9*	3.3	-3.1	12.0	-1.5
CCOc1cc(C=C2C(=O)NC(=O)NC2=O)ccc1OS(=O)(=O)c1ccccc1	-2.7	2.6	-5.2	-2.7	-6.0	9.7	-2.5	0.2	16.6
CCCCCCCC(=O)NC(Oc1ccccc1[N+](=O)[O-])C(Cl)(Cl)Cl (stereo not given)	-6.8	-0.5	2.9	-4.0	1.0	-10.2	-6.3	-4.6	1.4
CN(C(=O)c1ccco1)C1(c2ccccc2Cl)CCCCC1=O (stereo not given)	-0.2	0.7	-1.7	-3.6	5.0	-1.4	-0.2	-2.4	18.4
O=c1c2ccccc2nc(-c2cccs2)n1-c1ccccc1	-9.3	0.8	-4.0	-1.7	3.7	-4.2	-4.0	-10.5	0.1
Cn1cc([N+](=O)[O-])c(C(=O)Nc2ccc3c(C(F)(F)F)cc(=O)oc3c2)n1	3.5	1.5	-0.5	-2.4	-2.9	2.9	-0.8	1.9	-4.3

The listing continues:
SMILES	FID counter	NS3 helicase inh	IDE act	IMP-1 inh	IDE inh	M18AAP inhibitor	VIM-2 inh	p-CIP stab down	SUMO HTRF inh
O=C1NC(=O)N(c2ccccc2)C(=O)/C1=C/c1ccc(Sc2ccccc2)o1	-38.9	14.9	-10.0	2.2	2.6	9.5	-4.1	-0.6	3.0
CCOC(=O)C(C)(CC)NC(=O)CSP(=S)(OCC)OCC (stereo not given)	-12.1	10.1	1.0	2.4	-0.7	4.5	1.7	0.0	-10.4
Cc1ccc(CN2C3CCCC2CC(NC(=O)Nc2cccc(F)c2)C3)cc1 (stereo not given)	24.4	-37.5	0.2	-2.9	-1.9	4.9	-5.2	0.5	-2.5
COC(=O)c1c(C)[nH]c(C(=O)C(C)[N+]23CCN(CC2)CC3)c1C (stereo not given)	5.6	-27.3	6.4	-1.4	-1.0	-16.1	1.6	3.5	-1.9
COc1ccc(CCNCc2cccn2C)cc1OC	5.3	12.8	6.6	1.9	0.2	12.3	0.9	-3.3	-5.9
O=C(Nc1ccccc1)NC1CC2CCC(C1)N2 (stereo not given)	3.8	-2.1	3.4	-1.4	-0.1	-6.7	0.1	-14.7	11.2
CN1CCN(Cc2ccc3ccccc3c2)CC1	4.0	-4.5	2.5	1.9	-3.7	1.9	0.2	-1.6	15.7
CN1C(=O)C(Cc2nc3ccccc3c(=O)n2-c2ccccc2)c2ccccc21 (stereo not given)	-34.7	4.0	3.2	-1.6	9.6	6.8	0.3	-19.5	-10.9
CCCCn1c(N)c(C(=O)OCCOC)c2nc3ccccc3nc21	-22.1	0.5	.	-3.6	-0.2	2.2	-0.8	-8.7	66.7*
CCN(CC)c1ccc(C=C2C(=O)N(C)C(=S)N(C)C2=O)o1	-7.2	2.7	-15.5	-1.9	11.7	3.3	-1.3	-45.3	4.8
O=C(O)C1C2CCC(O2)C1C(=O)Nc1ccc(Cl)cc1 (stereo not given)	2.0	-3.0	.	-1.5	1.3	3.0	-1.9	-12.0	11.6
